MT stabilizer: stabilizes microtubules in HeLa cells | HeLa tubulin immunostaining HCS, 24 h; share of cells brighter than vehicle mean+2SD | % tubulin-high responders, % at 10 µM | 200,000 tested, 0.83% active | AID 2205;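 active = plate Z-score above 3 for both tubulin-high and condensed-nucleus cell shares, with cell loss under 80%, at 10 µM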;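 note: anti alpha tubulin signal scored within the nucleus-defined area of each cell; some results filed as inactive read as strong as hits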
T cell HTS: T cell immune modulators affecting CD8 T cell-vesicle binding; 330,000 tested, 0.068% active; 2C CD8+ T cell-vesicle binding, flow cytometry; stronger effect = lower value; calls only at 7 µM;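 active = response, share of CD8 T cells binding vesicles, and their 90th percentile fluorescence all below set limits, cut at about 80% in these data, passing the limit was not always enough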
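System: murine 2C transgenic CD8+ T lymphocytes; also added: QL9-loaded Drosophila micro-vesicles; times: binding 1.5 h at 37 °C; measured by: flow cytometry, PE anti-B7-1 (FL2) versus Alexa647 anti-CD8 (FL8), PFA-fixed; control set: Peptide-free naked vesicles (low) and QL9 vesicles with 0.7% DMSO vehicle (high)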
PhoP inhibition: inhibitors of PhoP regulon expression, primary screen, Salmonella Typhimurium, GFP reporter (AID 1863). S. Typhimurium PhoP-regulated promoter GFP reporter, 4 h; higher % means a stronger effect. inhibition, % at 50 µM, or IC50 in µM where a hit was titrated. 300,000 tested, 0.16% active;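 active = inhibition over 29.93%, a cutoff 3 SD above the screen mean, later confirmed by dose response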;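 note: 0% = low Mg2+ inducing control and 100% = high Mg2+ repressing control; strong numbers were not always called active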
Autophagy mod: alters autophagy in cells; 190,000 tested, 0.98% active; AID 463193; MEF GFP-LC3 puncta imaging; test concentration mostly 10 µM; calls only at 10 µM (by protocol);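 active = percentage of spot-positive cells more than 3 SD above its plate mean, without a fluorescence outlier flag or 80% toxicity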;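 note: spot-positive cell cutoff set from DMSO-treated cells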
Lipid droplet: hepatic lipid droplet formation modulation | inhibition, % at 6.5 µM | AID 1656 | 240,000 tested, 0.4% active | AML12 mouse hepatocytes, oleate lipid droplets, BODIPY imaging;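 active = lipid droplet intensity inhibited by at least 50%, with more than 500 cells counted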
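Material – mouse AML12 hepatocyte cell line, fixed after treatment · Compound dosing – one dose, 6.5 µM compound · Times – compound with oleate, overnight · Measured by – Image-based BODIPY and DAPI two-channel analysis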
bCat nuc transl: alters nuclear translocation of beta-catenin in HeLa cells; immunofluorescence imaging; nuclear translocation activity, % at 5 µM; 190,000 tested, 0.3% active;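 active = nuclear translocation activity above 50% at 5 µM, with a well cell count of 50 or more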;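 note: per-cell ratio of nuclear to cytoplasmic median beta-catenin stain intensity; plate controls were DMSO negative control for no effect and GSK-3 inhibitor IX positive control for full effect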
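Test system: human HeLa cell line; Doses: 5 µM primary, 0.02–20 µM confirmation; Incubation: 24 h compound exposure, 37°C; Detection: beta-catenin immunofluorescence imaging with DAPI; Read-out: beta-catenin nuclear/cytoplasmic ratio, % activation.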
Ins promoter up: MIN6 insulin promoter up-regulation; z-score at 5 µM; AID 1625; MIN6 insulin promoter-GFP reporter, high-content imaging; stronger effect = higher value; 190,000 tested, 0.3% active;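 active = z-score above 3 at 5 µM with at least 500 cells counted in the well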
CSM14.1 death rescue: protection against thapsigargin-triggered cell killing – 384-well, CSM14.1, ATP luminescence, primary screen (AID 1222); CSM14.1 thapsigargin-induced death rescue, ATP luminescence; higher % means a stronger effect; 190,000 tested, under 10 active; one-dose cellular ATP content (survival), % at 20 µM; EC50 in µM for titrated hits;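 active = EC50 below 50 µM in the dose-response confirmation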;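 note: death triggered by thapsigargin at about 15 µM added after 2 h compound pretreatment; cell ATP read after overnight thapsigargin exposure of roughly 18 to 22 hours; normalized against plate controls of thapsigargin alone and 5% DMSO vehicle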
Dynein cargo inh: blocks dynein driven cargo transport along microtubules. AID 1381. 3617.4 mouse cells, GR-EGFP nuclear translocation imaging; test concentration mostly 20 µM; stimulated with dexamethasone, 1 µM; stronger effect = lower value. 220,000 tested, 0.47% active. z-score, hits read low;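 active = plate z-score of nuclear minus cytoplasmic receptor signal below a set negative limit, without overly bright fluorescence or cell loss, cut at about -3.5 in these data, passing the limit was not always enough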;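 note: z-score of nuclear minus cytoplasmic ring GR-EGFP intensity difference per well; some compounds called inactive have numbers as strong as hits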
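Medium: Induction medium lacking tetracycline, stripped serum | Probe or stimulus: 1.0 µM final dexamethasone stimulus | Schedule: 48 h induction, then 1 h compound, then 30 min agonist, 37 °C | Signal: Automated 10x imaging of fixed Hoechst-stained cells | Evaluation: Per-cell GR-EGFP intensity, nucleus versus surrounding cytoplasmic ring, well-averaged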
Dynein cargo inh cytoplasmic EGFP: further read-out of Dynein cargo inh, marked with its call; z-score; measured here: cytoplasmic GR-EGFP intensity; stronger effect = higher value
Dynein cargo inh nuclear GR-EGFP: recorded beside Dynein cargo inh, whose call it bears; z-score; measured here: nuclear GR-EGFP intensity;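 lower value marks the stronger effect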
Dynein cargo inh cell count: further read-out of Dynein cargo inh, marked with its call; z-score; measured here: cell count per field
Ins promoter up cell count: also measured in Ins promoter up; calls as there; cell count; measured here: cytotoxicity, nuclei count;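 total cells summed across four imaged fields per well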
Lipid droplet cells 6.5 µM: second read-out of Lipid droplet, no call of its own (marks repeat the call); cell count; measured here: cell count, cytotoxicity flag;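 cells counted across two imaged fields per well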
bCat nuc transl cell count 5 µM: recorded beside bCat nuc transl, whose call it bears; cell count; measured here: cell count, cytotoxicity flag
T cell HTS vesicle-bound %: also measured in T cell HTS; calls as there; double positive events, %; measured here: CD8+ vesicle-bound cell fraction;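 binding gate set so that unloaded-vesicle control wells show 10% double positive cells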
MT stabilizer Hoechst-high %: further read-out of MT stabilizer, marked with its call; % Hoechst-high responders; measured here: nuclear condensation Hoechst responders;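 share of cells brighter than vehicle mean plus two SD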
MT stabilizer cytotoxicity %: second read-out of MT stabilizer, no call of its own (marks repeat the call); toxicity, %; measured here: cytotoxicity by cell density;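 0% = mean cell density of plate MIN control wells and 100% = no cells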
Autophagy mod cell loss 18 h: second read-out of Autophagy mod, no call of its own (marks repeat the call); toxicity, %; measured here: cell loss, nuclei count;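 cell loss after 18 h compound exposure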
Active calls of the source: *; i = inactive; · = no result given.

SMILES | MT stabilizer | MT stabilizer Hoechst-high % | MT stabilizer cytotoxicity % | T cell HTS | T cell HTS vesicle-bound % | PhoP inhibition | Autophagy mod | Autophagy mod cell loss 18 h | Lipid droplet | Lipid droplet cells 6.5 µM | bCat nuc transl | bCat nuc transl cell count 5 µM | Ins promoter up | Ins promoter up cell count | CSM14.1 death rescue | Dynein cargo inh | Dynein cargo inh cytoplasmic EGFP | Dynein cargo inh nuclear GR-EGFP | Dynein cargo inh cell count
CC1CN(c2nc3ccccn3c(=O)c2C=O)CC(C)O1 (stereo unspecified) | 2.5 | 2.1 | 7.6 | i | 15 | · | i | -9 | 2 | 713 | -2.3 | 973 | 0.13 | 1594 | -0.4% | -1.2 | -0.31 | -0.38 | 0.84
COc1c(S(=O)(=O)Nc2cccnc2)ccc(Cl)c1Cl | 2.7 | 2.5 | 4.5 | i | 50 | -10% | i | 15 | 0 | 726 | 1.9 | 988 | 0.4 | 1454 | 0.3% | -1.7 | -0.27 | -0.73 | 1.4
CCOC(=O)C1(S(=O)(=O)c2ccc(Cl)cc2)CCN(Cc2ccc(Cl)cc2)CC1 | 3.5 | 1.9 | 7.4 | i | 54 | -2% | i | 12 | · | · | · | · | · | · | 1.2% | -1.4 | -0.2 | -0.38 | 0.72
Cc1nc([N+](=O)[O-])c(C(=O)O)n1C | 2.1 | 3.0 | 12 | i | 57 | -1% | i | 18 | -10 | 710 | -0.1 | 1061 | 0.04 | 1247 | -0.9% | -0.25 | -0.17 | -0.18 | -0.001
Cc1cccc(NC(=S)Nc2ccc(Cl)c(Cl)c2)c1 | 3.7 | 1.3 | 5.4 | i | 56 | -6% | i | 20 | -10 | 653 | -0.3 | 1035 | 0.11 | 1518 | -1.0% | 2 | -0.19 | 1.2 | -1.3
CC1CCCN(c2nc3c(c(=O)n(C)c(=O)n3C)n2CCSc2nc3ccccc3s2)C1 (stereo unspecified) | 1.7 | 2.9 | 8.0 | i | 14 | -2% | i | -1 | · | · | -1.7 | 774 | 3.2* | 610* | 2.8% | 0.99 | -0.45 | 0.29 | -0.23
S=C(NCCCN1CCOCC1)NC1CCCC1 | 2.5 | 2.0 | 3.7 | i | 60 | -2% | i | 10 | 3 | 672 | -5.7 | 1122 | -0.2 | 1632 | 0.4% | -0.3 | -0.31 | 0.3 | 0.87
CCCCOC(=O)c1ccc(NC(=O)/C=C/c2cccs2)cc1 | 2.2 | 3.0 | 12 | i | 16 | -8% | i | 4 | 65* | 624* | -1.3 | 1085 | 0.39 | 1529 | -0.4% | 0.052 | -0.22 | -0.0039 | -0.012
CCOC(=O)C1=C(C)NC2=C(C(=O)C(C(=O)OCC)C(c3ccc(OC)cc3)C2)C1c1ccccn1 (stereo unspecified) | 2.9 | 1.8 | 7.8 | i | 46 | -1% | i | 1 | · | · | 0.0 | 1376 | -0.79 | 1312 | -3.6% | -0.00096 | -0.24 | -0.79 | 1
CCOc1cccc2c1OC(c1cc(OC)c(OC)c(OC)c1)N1N=C(c3ccc(C)o3)CC21 (stereo unspecified) | 6.9 | 1.6 | 4.4 | i | 34 | 2% | i | 41 | 14 | 638 | -0.8 | 1145 | -0.13 | 1462 | -5.1% | -1.2 | 0.61 | -0.26 | 0.44
Cc1ccnc2nc(C(=O)Nc3nc(-c4ccccn4)cs3)nn12 | 2.3 | 2.2 | 5.6 | i | 26 | 1% | i | 14 | 1 | 601 | -2.7 | 1063 | -0.62 | 1567 | 1.3% | -0.17 | -0.3 | 0.44 | 0.08
O=C(OCC(=O)c1c[nH]c2ccccc12)c1ccc([N+](=O)[O-])s1 | 3.8 | 1.7 | 4.2 | i | 21 | -10% | i | 9 | 6 | 667 | 1.7 | 831 | 0.88 | 1615 | 0.6% | -0.82 | -0.27 | -0.42 | 0.83
CCOC(=O)N1CCN(c2c(Nc3cc(C)[nH]n3)c(=O)c2=O)CC1 | 6.5 | 2.6 | 5.1 | i | 36 | 5% | i | 3 | · | · | · | · | -0.23 | 917 | 1.4% | -0.74 | -0.2 | -0.23 | 0.25
CC(C)CC(NC(=O)C1CCC(C)CC1)C(=O)Nc1cccnc1 (stereo unspecified) | 5.0 | 2.0 | 16 | i | 20 | -9% | i | 3 | 1 | 765 | · | · | 0.22 | 1273 | -1.2% | -0.16 | -0.21 | 0.31 | 0.98
Cc1cc(NC(=O)C2CCN(S(=O)(=O)Cc3ccccc3)CC2)ccc1-n1cnnn1 | 1.4 | 1.7 | 28 | i | 60 | -1% | i | -1 | 5 | 713 | -1.2 | 1168 | 0.95 | 1291 | -0.1% | -0.14 | -0.19 | -0.041 | 0.43

Some of these compounds in order of their number in T cell HTS vesicle-bound %, low to high:
mol,T cell HTS vesicle-bound %
CCCCOC(=O)c1ccc(NC(=O)/C=C/c2cccs2)cc1,16
CCOC(=O)N1CCN(c2c(Nc3cc(C)[nH]n3)c(=O)c2=O)CC1,36
CCOC(=O)C1=C(C)NC2=C(C(=O)C(C(=O)OCC)C(c3ccc(OC)cc3)C2)C1c1ccccn1 (stereo unspecified),46

(listing goes on)
SMILES | MT stabilizer | MT stabilizer Hoechst-high % | MT stabilizer cytotoxicity % | T cell HTS | T cell HTS vesicle-bound % | PhoP inhibition | Autophagy mod | Autophagy mod cell loss 18 h | Lipid droplet | Lipid droplet cells 6.5 µM | bCat nuc transl | bCat nuc transl cell count 5 µM | Ins promoter up | Ins promoter up cell count | CSM14.1 death rescue | Dynein cargo inh | Dynein cargo inh cytoplasmic EGFP | Dynein cargo inh nuclear GR-EGFP | Dynein cargo inh cell count
CCn1nnc(NC(=O)c2ccc(C(C)(C)C)cc2)n1 | 3.2 | 1.7 | 0.0 | i | 57 | -2% | i | 1 | · | · | -3.6 | 828 | 0.96 | 1189 | -5.1% | 1.1 | -0.14 | 1.2 | -1.2
COc1ccc(C(=O)c2ccc(Cl)cc2)cc1 | 0.9 | 1.7 | 5.9 | i | 1 | -1% | i | 7 | -3 | 772 | -8.2 | 1082 | 0.9 | 901 | -0.1% | 2.4 | 0.0011 | 1.4 | -1.2
COc1ccc(OC)c(-n2c(Cn3c(-c4ccccn4)nc4ccccc43)n[nH]c2=S)c1 | 5.4 | 2.0 | 8.3 | i | 50 | -1% | i | 10 | 3 | 715 | -7.6 | 1091 | -0.31 | 1592 | 0.2% | 0.4 | -0.33 | 0.61 | 0.44
COC(=O)c1c(C)c2c(C)cc3ccccn3c-2c1C(=O)OC | 1.3 | 1.8 | 6.2 | i | 25 | -39% | i | -3 | 6 | 784 | -1.8 | 1088 | -0.2 | 868 | -1.8% | 2.7 | 0.08 | 1.6 | -2
CCNCCC(CCC(C)C)c1ccc2c(c1)OCO2 (stereo unspecified) | · | · | · | i | 37 | · | · | · | 3 | 636 | -1.4 | 1354 | 0.38 | 1055 | · | 1 | -0.67 | 0.37 | -0.92
COc1cc(C(=O)N(Cc2ccco2)Cc2cc3ccccc3[nH]c2=O)cc(OC)c1OC | 3.3 | 3.6 | 8.7 | i | 52 | -20% | i | 4 | · | · | -0.4 | 907 | 1 | 1314 | -0.6% | 1.9 | 0.34 | 1.6 | -1
O=C(CCNC(=O)c1ccc([N+](=O)[O-])cc1)Nc1cccc(S(=O)(=O)N2CCCCC2)c1 | · | · | · | i | 12 | -9% | · | · | -1 | 623 | 1.0 | 1251 | 0.78 | 810 | · | 1.1 | -0.6 | 0.6 | -1.5
Cc1cccc(C)c1NC(=S)NN1CCN(C)CC1 | 2.4 | 1.8 | 5.5 | i | 49 | 14% | i | -4 | -2 | 873 | -0.8 | 1073 | 0.23 | 862 | 0.0% | 2.6 | -0.18 | 2.1 | -0.8
N/C(=N\OC(=O)C12CC3CC(CC(C3)C1)C2)c1ccncc1 | · | · | · | i | 20 | -11% | · | · | 2 | 630 | 1.5 | 1245 | -0.13 | 1063 | · | -0.87 | -0.12 | -0.35 | 0.72
COc1ccc(NC(=S)N2CCN(Cc3cccc(F)c3)CC2)c(OC)c1 | 2.8 | 2.7 | 5.1 | i | 6 | 3% | i | 8 | -6 | 681 | 0.9 | 1484 | · | · | 2.2% | -1.9 | -0.083 | -1.1 | 1.3
COc1ccccc1N1CCN(C(C)C(=O)N2CC(C)OC(C)C2)CC1 (stereo unspecified) | 2.6 | 1.8 | 5.1 | i | 23 | -7% | i | 17 | 2 | 676 | -0.7 | 1105 | -0.13 | 1362 | -10% | -0.16 | 0.49 | 0.11 | 0.081
CCOC(=O)c1c(NC(=O)Cn2nc([N+](=O)[O-])c(Br)c2C)sc2c1CCC(C)C2 (stereo unspecified) | 3.4 | 2.0 | 9.9 | i | 13 | -5% | i | 13 | · | · | 0.8 | 1326 | -0.32 | 1366 | -1.9% | 2 | -0.2 | 0.31 | -0.49
CN1CCN(CC2(O)CCN(S(=O)(=O)c3ccc(Cl)cc3)CC2)CC1 | 1.0 | 1.3 | 6.3 | i | 44 | 6% | i | 6 | 4 | 706 | -0.3 | 1047 | -0.37 | 1299 | 0.1% | 0.43 | -0.32 | 0.15 | 0.22

No enrichment for hits (roughly 3% active in at least one column).
